14-3-3g Raf – modulators of human 14-3-3 gamma - Raf peptide interaction. P61981. FP, 14-3-3gamma / TMR-pS259-Raf peptide binding. inhibition, % at 40 µM. AID 422. actives 0.19% (n = 160,000); in the data active = inhibition above about 30%;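 note: 0% = protein plus tracer without compound and 100% = blank with tracer alone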
Target sequence (P61981 whole entry, looked up): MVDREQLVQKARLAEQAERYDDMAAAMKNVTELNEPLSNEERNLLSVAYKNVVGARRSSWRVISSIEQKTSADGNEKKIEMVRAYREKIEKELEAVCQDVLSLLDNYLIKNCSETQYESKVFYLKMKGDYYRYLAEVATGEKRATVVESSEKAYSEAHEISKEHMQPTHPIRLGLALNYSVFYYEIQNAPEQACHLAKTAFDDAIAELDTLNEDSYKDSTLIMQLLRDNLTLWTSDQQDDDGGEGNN
An asterisk follows results filed as active; & = joins results of further samples.

SMILES	14-3-3g Raf
Cn1c(=O)c2cc(S(=O)(=O)N3CCN(c4ccc(F)cc4)CC3)ccc2n(C)c1=O	-7
O=C1C(C=NCc2ccco2)=C(O)c2ccccc21	-20
O=C(O)COc1ccc(-c2cc(C(=O)O)c3cc(Br)ccc3n2)cc1	0
COc1c(C(=O)Nc2c(C)n(C)n(-c3ccccc3)c2=O)ccc2ccccc12	-6
O=[N+]([O-])c1cn(-c2nc(-c3ccco3)cc(C(F)(F)F)n2)cn1	-9
O=C(CCN1CCCCC1)Nc1cccc(Cl)c1	-4
CCCOc1ccc(/C(O)=C2/C(=O)C(=O)N(CCCOC)C2c2ccncc2)cc1 (stereo unspecified)	-7
Cc1cc(C)nc(N2C(=O)CC(Cc3ccccc3)C2=O)n1 (stereo unspecified)	-12
COc1ccc(CCNC(=O)C(=O)Nc2cccc(Cl)c2)cc1	-3
CCC(=O)N1CCc2cc(Br)cc(S(=O)(=O)Nc3ccc(Cl)c(C(F)(F)F)c3)c21	-11

3 entries from above, with each value named.
O=C1C(C=NCc2ccco2)=C(O)c2ccccc21
- 14-3-3g Raf: -20
O=C(O)COc1ccc(-c2cc(C(=O)O)c3cc(Br)ccc3n2)cc1
- 14-3-3g Raf: 0
COc1c(C(=O)Nc2c(C)n(C)n(-c3ccccc3)c2=O)ccc2ccccc12
- 14-3-3g Raf: -6

Next entries
SMILES	14-3-3g Raf
COc1ccc(CCN2C(=O)CC(N3CCN(S(=O)(=O)c4ccccc4)CC3)C2=O)cc1 (stereo unspecified)	-1
Cc1cc(/C=N/n2cnnc2)c(C)n1-c1ccc2c(c1)OCO2	-10
CCC1Oc2ccc(C)cc2N(CC(=O)NCCOC)C1=O (stereo unspecified)	3
Cc1ccc(-c2cc(C(F)F)n3ncc(C(=O)NCc4ccco4)c3n2)cc1	3
CCCC1CCc2c(sc(NC(=O)c3ccccc3OCC)c2C(N)=O)C1 (stereo unspecified)	-32
CC(C)CNC(=O)C1CC(=O)OC12CCCCC2 (stereo unspecified)	-3&0
CC(C)n1c(NCc2ccc(N(C)C)cc2)nc2ccccc21	6
CC1=C(C(=O)OCC(C)C)C(c2ccc(N(C)C)cc2)NC(=O)N1 (stereo unspecified)	-5
COC(=O)c1cc(NS(=O)(=O)c2ccc(OC)c(OC)c2)ccc1Cl	-5
COC(=O)CSc1cc([N+](=O)[O-])cc(S(=O)(=O)c2ccc(Cl)cc2)c1C	-9
Cc1nc(SC(C(=O)c2ccccc2)c2ccccc2)nc2ccccc12 (stereo unspecified)	-4
O=C(Nc1ccc(Cl)cc1)c1ccc(N2CC3CC(C2)c2cccc(=O)n2C3)c(NC(=O)c2ccc(Br)o2)c1 (stereo unspecified)	-6
CCOC(=O)COc1ccc2c(-c3cccc([N+](=O)[O-])c3)cc(=O)oc2c1	-14
COc1cc2c(cc1OC)C(c1ccncc1)CC(=O)N2 (stereo unspecified)	7
Cc1ccc2c(c1)C(=O)c1cnc(C=Cc3ccccc3)cc1-2	-59
CCOc1ccc(NC(=O)CSc2nc3[nH]ncc3c(=O)n2-c2cccc(C)c2)cc1	0
CCOc1ccc(-c2c(C)sc3ncn(CC(=O)O)c(=O)c23)cc1	-29
O=C1C2ON(c3ccccc3)C(c3ccncc3)C2C(=O)N1c1ccc(Br)cc1 (stereo unspecified)	3
COc1ccc(OC)c(C2NC(=O)NC(C)=C2C(=O)Nc2ccc(C)c(Cl)c2)c1 (stereo unspecified)	-3
CC(=O)Nc1cccc(NC(=O)c2sc3ncn(Cc4ccccc4F)c(=O)c3c2C)c1	-10
COc1ccc(C2c3c(-c4ccccc4)n[nH]c3C(=O)N2c2ccc(Cl)cc2)cc1 (stereo unspecified)	-7
Clc1ccc(-c2cn3c4ccccc4n(CCN4CCCCC4)c3n2)cc1	-8
Cc1ccccc1NC(=O)Nc1cccs1	-7
CC1(C)CC(=O)C=C(NCC(=O)O)C1	-6&-15
COC(=O)c1cc(NC(=O)c2cc(C(=O)OC)cc([N+](=O)[O-])c2)cc(C(=O)OC)c1	3
CCOc1ccc(C(=O)Nc2ccc3oc(-c4cccc(C)c4)nc3c2)cc1	-41
Cc1ccccc1-c1nnn(Cc2ccc([N+](=O)[O-])cc2)n1	-23
CCCCN(C)C(=O)c1coc(=O)c2ccccc12	-6&2
C=CCn1c(SCCCCCC)nc(O)cc1=O	-38
O=c1oc2cc(O)ccc2cc1-c1ccc(F)cc1	-13
Cc1ccc(C2CC(=O)NC(SCC(=O)OCc3ccccc3)=C2C#N)o1 (stereo unspecified)	2
CC1CCC(NC(=O)CN2CCN(Cc3ccccc3F)C2=O)CC1 (stereo unspecified)	-2
O=C(Oc1ccc2c3c(c(=O)oc2c1)CCCC3)c1cccs1	6
O=c1c2cc3c(=O)n(CCO)c(=O)c3cc2c(=O)n1CCO	3
CC(=O)c1ccc(NC(=O)c2ccc(N3C(=O)c4ccc([N+](=O)[O-])cc4C3=O)cc2)cc1	-2
CCC(=O)Nc1ccc(S(=O)(=O)Nc2onc(C)c2C)cc1	1
Cc1ccc(C)c(C(=O)CC2(O)C(=O)N(Cc3ccccc3C)c3ccccc32)c1 (stereo unspecified)	2
O=C(NCc1cccs1)c1cc2n(n1)C(C(F)(F)F)CC(c1ccc(F)cc1)N2 (stereo unspecified)	1
O=C(Nc1ccc(N2CCOCC2)c(Cl)c1)c1c(F)c(F)c(F)c(F)c1F	4
CC1CCC2C(=O)N(c3cccc(OCC(=O)c4ccc(F)cc4)c3)C(=O)C2C1 (stereo unspecified)	-4

Reprinted at random: six compounds from above.
SMILES	14-3-3g Raf
Cc1ccc(C)c(C(=O)CC2(O)C(=O)N(Cc3ccccc3C)c3ccccc32)c1 (stereo unspecified)	2
O=C(NCc1cccs1)c1cc2n(n1)C(C(F)(F)F)CC(c1ccc(F)cc1)N2 (stereo unspecified)	1
Cc1ccc(C2CC(=O)NC(SCC(=O)OCc3ccccc3)=C2C#N)o1 (stereo unspecified)	2
O=c1c2cc3c(=O)n(CCO)c(=O)c3cc2c(=O)n1CCO	3
CC1CCC(NC(=O)CN2CCN(Cc3ccccc3F)C2=O)CC1 (stereo unspecified)	-2
CC1CCC2C(=O)N(c3cccc(OCC(=O)c4ccc(F)cc4)c3)C(=O)C2C1 (stereo unspecified)	-4

(continued)
SMILES	14-3-3g Raf
NC(=O)CCc1c[nH]c2ccccc12	-21
CSc1ccc(C2C(C(=O)C(C)(C)C)N3C=Cc4ccccc4C3C2(C#N)C#N)cc1 (stereo unspecified)	-41
COc1ccc(NC(=O)CSc2nc3ccccc3c(=O)n2CCNC(C)=O)cc1	2
Cc1ccccc1Cn1nnc(-c2ccc(F)cc2)n1	-8
CN(C)CCCNC(=O)c1c(O)c2c([nH]c1=O)CCCC2	1
CC1=C(C(=O)OCCC#N)C(c2ccccc2F)NC(=O)N1 (stereo unspecified)	-2
O=C(CSc1nc2ccccc2s1)Nc1ccc(Cl)cc1	-9
CCOC(=O)C1CCN(C(=O)c2ccccc2N(C)S(C)(=O)=O)CC1	0
O=S(=O)(NCc1ccccc1)c1ccc(S(=O)(=O)N2CCCCC2)cc1	-4
Cc1ccc(NC(=O)CN2CCN(S(=O)(=O)c3cccc([N+](=O)[O-])c3)CC2)cc1F	5
COc1cc(C2c3c(-c4cc(Cl)c(C)cc4O)n[nH]c3C(=O)N2Cc2cccnc2)ccc1O (stereo unspecified)	-14
CC(=O)N1CCc2cc(Br)cc(S(=O)(=O)NCCCN3CCN(Cc4ccccc4)CC3)c21	-30
CC1=NN(C(=O)c2ccc([N+](=O)[O-])cc2)C(C)(O)C1 (stereo unspecified)	6
CC1=C(C(=O)Nc2cccc(C)c2C)C(c2ccccc2Cl)NC(=O)N1 (stereo unspecified)	0
O=C(COc1ccc2c3c(c(=O)oc2c1)CCC3)c1ccc2c(c1)OCO2	9
C#CCOC(=O)c1ccccc1C(=O)OCC#C	-8
COc1ccc(NS(=O)(=O)c2cc(C)ccc2NC(=O)c2cc(C)oc2C)cc1	-11
CCc1cc(=O)oc2cc3occ(-c4ccc(Cl)cc4)c3cc12	-9
COc1ccc(NC(=O)CCCC(=O)O)cc1	3
C/C=C(\C)c1nnc(NC(=O)C(C)C)s1	-2
O=C(O)CCC(=O)N1CCc2cc(S(=O)(=O)N3CCN(c4ccc(F)cc4)CC3)ccc21	-7
CCOc1ccc(CN2CCCC(C(=O)N3CCCCCC3)C2)cc1 (stereo unspecified)	3
O=c1c2c(nc(SCc3ccccc3Cl)n1-c1ccc(F)cc1)CCS2	-4
Cc1ccc(N(CC(=O)Nc2ccc(F)cc2)S(=O)(=O)N2CCCC2)cc1	-1
O=C(CSc1ncnc2c1oc1ccccc12)Nc1cccc(C(F)(F)F)c1	-4
COc1ccc(CCNC(=O)CN2CCOc3ccccc32)cc1OC	-1
Cc1ccc(-n2c(=O)c3sccc3n(Cc3cccc(F)c3)c2=O)cc1	-4
Cc1ccc(C)n1-c1ccc(C(=O)O)c(O)c1	-201
CC1CC(Nc2ccccc2)c2ccccc2N1C(=O)Cc1ccc(F)cc1 (stereo unspecified)	-16
O=c1cc(-c2ccccc2)c2ccc(Oc3ccc(C(F)(F)F)cc3[N+](=O)[O-])cc2o1	0
COc1cc2c(cc1OC)C(COc1cccc(C(F)(F)F)c1)N(C(=O)C(C)C)CC2 (stereo unspecified)	-6
Cc1[nH]c(=O)[nH]c(=O)c1CSCC(=O)OCC(=O)Nc1nc2c(s1)C(=O)CC(C)(C)C2	-10
CCN(CC)S(=O)(=O)c1cc(C(=O)Nc2ccccn2)ccc1OC	-3
Cn1c(=O)[nH]c(=O)c2c1nc(Br)n2CCC(=O)c1ccccc1	0
COc1ccc(S(=O)(=O)CCC(=O)Nc2ccc(N3C(=O)c4ccc(Cl)cc4C3=O)c(C)c2)cc1	-6
Nc1cc([N+](=O)[O-])cc2s[nH]c(=O)c12	-6
COc1ccc(C2CC(=O)C3=C(C2)NC(C)=C(C(=O)OC(C)C)C3c2cc3c(cc2Cl)OCO3)cc1 (stereo unspecified)	-8
COc1ccc(OCC(O)Cn2c(Nc3cccc(C)c3)nc3c2c(=O)n(C)c(=O)n3C)cc1 (stereo unspecified)	6
Cn1cccc1Cc1nnc(SCC(=O)N2CCCc3ccccc32)n1-c1ccc(F)cc1	-2
CCC(C)C(NCc1cccc(C)c1)C(=O)O (stereo unspecified)	1
CCCCOc1ccccc1NC(=O)Cn1c(-c2cncs2)nc2ccccc21	-1
Cc1ccccc1-c1noc(-c2ccc(F)cc2)n1	-2
COc1ccc(Cc2nc3c4c(-c5ccccc5)c(-c5ccccc5)oc4ncn3n2)cc1OC	-14
CC(C)CN(CC(C)C)S(=O)(=O)N1CCC(C(=O)NCc2cccs2)CC1	-4
O=C(Cc1ccccc1)Nc1ccc(NC(=O)c2cccs2)cc1	-11
COC(=O)c1ccccc1NC(=O)c1ccc(N2CC3CC(C2)c2cccc(=O)n2C3)c(NC(=O)c2ccccc2Br)c1 (stereo unspecified)	-22
Cc1onc(-c2ccccc2)c1C(=O)Nc1nc(-c2cc(F)ccc2F)cs1	-1
CCN(CC)C(=O)c1ccccc1NC(=O)c1ccccc1F	4
CC(C)OC(=O)CN1CCN(C2c3ccccc3-c3ccccc32)CC1	-1
Cc1ccc(-c2c(C(=O)Nc3ccc(N(C)C)cc3)oc(=O)c3ccccc23)cc1	39*

14-3-3g Raf, entries above that show a hit
SMILES	14-3-3g Raf
Cc1ccc(-c2c(C(=O)Nc3ccc(N(C)C)cc3)oc(=O)c3ccccc23)cc1	39*

Other structures:
SMILES	14-3-3g Raf
O=S(=O)(c1cccc2cccnc12)N1CCN(c2ccccc2)CC1	-9
COc1ccc(NC(=O)CCCn2nc([N+](=O)[O-])c(Br)c2C)cc1OC	-11
CCOC(=O)C(NC(C)=O)C(O)c1ccccc1 (stereo unspecified)	-10
NC(=O)CSc1nc2c(sc3ccccc32)c(=O)n1CCc1ccccc1	-1
COc1cc2cc(C3CC(c4ccccc4)=NN3C(C)=O)c(Cl)nc2cc1OC (stereo unspecified)	-13
CCCN(CCC)C(=O)C1CC(=O)OC12CCCCC2 (stereo unspecified)	0
O=C1c2ccc([N+](=O)[O-])cc2C(=O)N1c1nccs1	0
Cc1onc(-c2ccccc2Cl)c1C(=O)Nc1ccc(-n2nncc2C(C)(C)C)cc1	-4&3
O=C(Nc1ccc(-c2noc(CCc3ccccc3)n2)cc1)c1ccco1	-14
COC(=O)c1ccc(Cl)c(NC(=O)NC2CCCCC2)c1	-4
CC1=C(C(=O)Nc2ccccc2C)C(c2ccccc2)NC(=S)N1 (stereo unspecified)	4
CCN(C(=O)Cc1c(C(=O)O)[nH]c2ccc(Cl)cc12)c1cccc(Cl)c1	2
COc1ccc(C2/C(=C(\O)c3ccc(Cl)cc3)C(=O)C(=O)N2Cc2cccnc2)cc1 (stereo unspecified)	-4
CCOc1ccc(-c2nn(-c3ccccc3)cc2C2C(C(=O)OC)=C(C)NC(C)=C2C(=O)OC)cc1[N+](=O)[O-]	-20
O=C(Nc1ccc2c(c1)OCCO2)c1c(F)c(F)c(F)c(F)c1F	1
COc1ccc(NC(=O)CSc2nc3nc(C)c(Cc4ccccc4Cl)c(C)n3n2)cc1OC	-32
Cc1c(NC(=O)Cn2nc(C(=O)O)c3ccccc3c2=O)c(=O)n(-c2ccccc2)n1C	0
O=C(CCS(=O)(=O)c1cc(Br)cc2c1N(C(=O)C1CC1)CC2)N1CCc2ccccc2C1	-20
COc1cccc(NC(=O)c2ccc(Sc3ccccc3Cl)c([N+](=O)[O-])c2)c1	-8
Cc1cc(C)cc(N(C(C)C(=O)Nc2c(C)n(C)n(-c3ccccc3)c2=O)S(C)(=O)=O)c1 (stereo unspecified)	4
CCOC(=O)c1ccc(S(=O)(=O)Nc2ccccn2)o1	-3
CN1C(=O)c2ccccc2C(C(=O)NC2CCCC2)C1c1cn(C)c2ccccc12 (stereo unspecified)	-4
COc1cccc(C(=O)OC(C)CN2CCCC2)c1 (stereo unspecified)	-9

An excerpt; count on the stated rates, not on these rows.
